procasp3 activ = activators of human procaspase-3 D3A mutant, primary screen, biochemical, absorbance, PC-3 D3A mutant, single concentration | recombinant procaspase-3 D3A, Ac-DEVD-pNA absorbance 405 nm | Caspase-3 (Homo sapiens), P42574 | hit rate 0.11% among 330,000 | activation, % at 8.5 µM;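 active means activation above the mean of all tested compounds plus 3 SD, cut at about 21% in these data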;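 further: 0% = DMSO alone and 100% = DMSO wells spiked with extra 5 µM PC-3 D3A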
Target sequence (P42574 whole entry D9A/D28A/D175A): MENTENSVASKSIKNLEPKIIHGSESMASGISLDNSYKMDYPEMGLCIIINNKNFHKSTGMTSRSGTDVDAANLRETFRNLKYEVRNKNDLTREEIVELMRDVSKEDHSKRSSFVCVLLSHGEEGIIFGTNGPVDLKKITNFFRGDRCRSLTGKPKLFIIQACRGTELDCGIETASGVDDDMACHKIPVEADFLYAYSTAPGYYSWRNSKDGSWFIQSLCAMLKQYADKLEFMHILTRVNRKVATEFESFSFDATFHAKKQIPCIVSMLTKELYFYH
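assay system = Procaspase-3 D3A mutant | signal = absorbance at 405 nm, 0 and 120 min | times = 1 h preincubation plus 2 h reaction at 25 °C | repeats = single replicate | read-out = % activation between DMSO and enzyme-spiked controls | medium = Zinc-free HEPES saline buffer with Triton X-100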
RPL19A TOR yeast = RPL19A-GFP expression modulators in yeast, primary screen, cell-based, S. cerevisiae, multiplex flow cytometry, MLPCN; S. cerevisiae RPL19A-GFP strain, 3 h; hits give low values; percent response vs DMSO, % at 10 µM; hit rate 0.3% among 330,000; AID 2025, 2009;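 active means percent response vs DMSO below 50%; inconclusive means fewer than 70 events counted for the yeast strain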;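 further: median channel GFP fluorescence of the barcoded RPL19A-GFP strain; ratio of sample median GFP to plate DMSO average so 100% = DMSO; lower means less RPL19A-GFP as with rapamycin TOR inhibition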
MEP2-GFP yeast = modulators of MEP2-GFP levels in yeast, primary screen, S. cerevisiae, multiplex flow cytometry, MLPCN library. hit rate 0.51% among 330,000. GFP response vs DMSO, % at 10 µM. S. cerevisiae MEP2-GFP strain, 3 h; 100% = DMSO control level;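 active means GFP response versus DMSO above a set limit, roughly screen mean plus 3 SD, cut at about 180% in these data; inconclusive means fewer than 70 cells counted for a yeast strain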;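 further: median GFP fluorescence of the barcode-gated MEP2-GFP cells per well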
LAP4-GFP MLPCN = modulators of LAP4-GFP expression in yeast, primary screen, S. cerevisiae, multiplex flow cytometry, MLPCN library; hit rate 0.34% among 320,000; GFP response vs DMSO, % at 10 µM; 3 h; median GFP as percent of DMSO wells;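 active means GFP response vs DMSO above a set limit, about the screen mean plus 3 SD, cut at about 150% in these data; inconclusive means under 70 cell events counted for the yeast strain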
AHR activator = AHR activators, primary screen, cell-based, luminescence, luciferase reporter, human; Aryl hydrocarbon receptor (Homo sapiens), P35869; AHR-responsive luciferase reporter cells; hit rate 2.5% among 320,000; activation, % at 5 µM; in the data active means activation above about 47%;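 further: 0% = vehicle wells and 100% = reference agonist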
Target sequence (P35869 whole entry, looked up): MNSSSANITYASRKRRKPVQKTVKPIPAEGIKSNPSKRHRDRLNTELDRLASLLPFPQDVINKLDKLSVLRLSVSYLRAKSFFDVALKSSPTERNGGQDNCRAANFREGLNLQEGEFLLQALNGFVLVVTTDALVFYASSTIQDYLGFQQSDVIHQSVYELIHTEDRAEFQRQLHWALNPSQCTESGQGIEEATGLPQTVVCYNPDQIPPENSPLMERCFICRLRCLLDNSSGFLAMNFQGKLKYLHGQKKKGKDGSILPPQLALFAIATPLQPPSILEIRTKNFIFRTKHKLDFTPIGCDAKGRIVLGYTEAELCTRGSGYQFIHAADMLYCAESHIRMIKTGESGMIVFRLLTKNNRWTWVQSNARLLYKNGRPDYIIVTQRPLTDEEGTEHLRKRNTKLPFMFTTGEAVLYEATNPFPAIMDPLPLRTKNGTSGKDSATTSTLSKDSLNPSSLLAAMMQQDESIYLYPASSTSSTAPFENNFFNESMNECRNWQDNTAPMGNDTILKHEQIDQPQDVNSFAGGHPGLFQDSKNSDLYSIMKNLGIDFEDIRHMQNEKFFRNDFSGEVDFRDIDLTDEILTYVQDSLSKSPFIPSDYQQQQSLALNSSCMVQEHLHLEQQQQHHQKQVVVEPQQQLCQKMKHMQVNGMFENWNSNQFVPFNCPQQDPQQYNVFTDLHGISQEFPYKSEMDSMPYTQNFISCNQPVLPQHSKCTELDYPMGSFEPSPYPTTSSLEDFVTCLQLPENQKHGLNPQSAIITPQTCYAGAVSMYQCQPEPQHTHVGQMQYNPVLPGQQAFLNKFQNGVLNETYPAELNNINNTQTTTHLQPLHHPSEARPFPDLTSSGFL
GASC-1 inh = inhibitors of GASC-1 histone demethylase, primary screen, biochemical, fluorescence, DELFIA europium | Lysine-specific demethylase 4C (Homo sapiens), Q9H3R0 | GST-JMJD2C(1-420) H3K9me3 demethylation | inhibition, % at 2.35 µM | hit rate 0.069% among 330,000 | AID 2099, 2009;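 active means more than half of a compound's replicate wells show inhibition beyond 50%, single wells judged on their own value; inconclusive means some, but no more than half, of replicates pass 50% inhibition; inactive means no replicate passes 50% inhibition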;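 further: signal counts dimethyl H3K9 product captured on neutravidin plate; 0% = median of DMSO wells and 100% = 0.3 times that DMSO median; strong numbers were not always called active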
procasp7 counter = procaspase-7 activators, primary screen, counter-screen for procaspase-3 activator project, biochemical, absorbance, HTS, human. recombinant procaspase-7, Ac-DEVD-pNA absorbance 405 nm; D23A/D198A/D206A triple mutant, cannot self-cleave; scale: DMSO 0, 5 µM enzyme 100. activation, % at 8.5 µM. hit rate 0.093% among 330,000;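 active means percent activation above the screen-wide mean plus 3 SD, cut at about 25% in these data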
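signal = Epi-absorbance of released pNA at 405 nm, two timepoints | assay system = Uncleavable procaspase-7 mutant enzyme | reagent = Ac-DEVD-pNA substrate, 400 µM as added | times = 1 h enzyme–compound preincubation and 2 h substrate reaction, both 25 °C | benchmarks = low DMSO alone, high DMSO plus 5 µM PC-7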
Yeast superoxide = reduction of superoxide in aged yeast, primary screen, HTS. superoxide response (% of plate mean), % at 10 µM. hit rate 0.18% among 330,000. S. cerevisiae aged cells, superoxide DHE fluorescence; hits give low values. AID 2690, 2010;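 active means superoxide response under a set limit, about three screen SD below normal, cut at about 65% in these data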;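 further: yeast aged for seven days with compound at 30 °C before DHE staining; 100% = average MFI of all compound-treated wells on the plate with controls excluded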
An asterisk follows results filed as active; i = inactive; u = inconclusive; x = no result given; & = joins results of further samples.

SMILES	procasp3 activ	RPL19A TOR yeast	MEP2-GFP yeast	LAP4-GFP MLPCN	AHR activator	GASC-1 inh	procasp7 counter	Yeast superoxide
O=C(c1cc([N+](=O)[O-])cc([N+](=O)[O-])c1)N1CCN(Cc2ccc3c(c2)OCO3)CC1	2.7	85.0	u	80.8	1.0	5.8	-6.7	131.0
O=C(C(=O)N1CCc2ccccc2C1)c1cn(CC(=O)N2CCOCC2)c2ccccc12	4.7	118.9	134.2	97.3	5.6	0.6	3.2	99.9
Cc1ccc(C(=O)NC2CCC(C)CC2)o1 (stereo not drawn)	2.5	106.3	97.2	114.9	23.1	-9.8	-9.1	92.5
COc1ccc(CCNC(=O)c2cccc(S(=O)(=O)N3CCCCCC3)c2)cc1	1.0	93.8	94.5	99.3	-0.8	5.9	12.7	81.5
Cc1cc(N2C(=O)C(O)=C(C(=O)c3ccco3)C2c2cccc(Cl)c2)no1 (stereo not drawn)	-11.9	96.5	93.8	103.8	3.4	u	-31.1	115.0
O=C(O)CSCc1cn2cc(Cl)ccc2n1	-12.0	100.5	109.7	103.6	-0.2	1.1	7.5	103.9
O=C(NCC(c1ccco1)N1CCCC1)c1cc2cc(Cl)ccc2o1 (stereo not drawn)	2.1	97.6	97.1	97.0	6.5	-1.4	0.6	66.5
Cc1ccc(C)c(NCC(=O)NNC(=S)Nc2ccccc2)c1	-1.2	96.6	92.6	100.0	12.2	-15.0	7.5	90.0
O=C1C(=Cc2cccn2-c2ccc(O)cc2)C(=O)c2ccccc21	6.1	88.4	101.3	96.0	3.0	-8.1	-4.2	102.3
Cc1ccccc1C(=O)NNC(=O)C1CC(=O)N(c2ccc3c(c2)OCCO3)C1 (stereo not drawn)	-7.6	100.2	93.9	94.0	-0.3	9.1	7.0	112.6
COc1ccc(-c2cc(C#N)nc(Cl)n2)cc1	7.9	95.5	107.8	119.0	4.4	2.7	7.4	94.6
Cc1cccc(Nc2nc(N)nc(CN3CCN(c4ccc(F)cc4)CC3)n2)c1	-4.0	97.5	104.1	95.0	-0.1	-7.8	10.3	96.9
O=C(O)c1ccc(CN2C(=O)c3ccccc3S2(=O)=O)cc1	-2.3	97.1	96.3	98.0	1.5	-3.1	-8.4	107.3
CN(C)CCN(C(=O)CN1C(=O)c2ccccc2C1=O)c1nc2cc3c(cc2s1)OCCO3	-1.8	95.4	95.4	98.3	4.7	0.5	5.3	111.6
CCOc1ccccc1C(=O)NC1CC2CCCC(C1)N2Cc1nnnn1Cc1ccco1 (stereo not drawn)	2.5	103.7	98.5	93.5	4.7	92.8&3.8	4.3	96.6
COc1ccc(N2CC(NC(=O)Nc3ccccc3)CC2=O)cc1 (stereo not drawn)	4.5	95.0	97.1	105.8	-1.9	8.6	-1.9	99.8
Cc1ccc(CNC(=O)Cc2noc3ccccc23)cc1	8.1	97.1	102.3	103.2	3.3	12.1	3.8	99.0
CC(C)N(CCn1c(SCC(=O)N2CC(=O)Nc3ccccc32)nc2ccccc2c1=O)C(C)C	-1.4	98.4	99.5	89.7	-0.8	5.5	7.2	89.4
O=S(=O)(Nc1nnc(-c2ccccc2)s1)c1ccc(Cl)cc1	-1.0	95.1	95.7	98.9	11.9	-5.4	6.2	112.8
Cc1noc(C(=O)Nc2cccc(Cl)c2)c1Cl	x	105.1	112.7	98.2	x	6.4	x	92.7

Entries above that have an aryl methoxy group (three):
SMILES	procasp3 activ	RPL19A TOR yeast	MEP2-GFP yeast	LAP4-GFP MLPCN	AHR activator	GASC-1 inh	procasp7 counter	Yeast superoxide
COc1ccc(CCNC(=O)c2cccc(S(=O)(=O)N3CCCCCC3)c2)cc1	1.0	93.8	94.5	99.3	-0.8	5.9	12.7	81.5
COc1ccc(-c2cc(C#N)nc(Cl)n2)cc1	7.9	95.5	107.8	119.0	4.4	2.7	7.4	94.6
COc1ccc(N2CC(NC(=O)Nc3ccccc3)CC2=O)cc1 (stereo not drawn)	4.5	95.0	97.1	105.8	-1.9	8.6	-1.9	99.8

(listing goes on)
SMILES	procasp3 activ	RPL19A TOR yeast	MEP2-GFP yeast	LAP4-GFP MLPCN	AHR activator	GASC-1 inh	procasp7 counter	Yeast superoxide
CN1C(=O)N(C)C2CC1N(C)C(=O)N2C	0.8	104.2	109.4	99.5	0.1	u	2.7	89.5
Oc1ccccc1-c1nc(NCC2CCCO2)c2ccccc2n1 (stereo not drawn)	7.1	92.4	101.1	108.5	35.4	35.0	4.2	101.3
CCCCNc1c(-c2ccc(SC3CCCCC3)cc2)nc2cnccn12	7.7	102.5	115.9	137.5	9.2	x	-6.5	113.2
CCCCN1C[C@H](Cc2ccccc2)[C@@H](CC(=O)Nc2ccccc2)C1=O	-14.7	91.9	88.0	124.6	4.1	-14.8	0.0	103.3
N/C(=N\OC(=O)CCC1CCCC1)c1ccc([N+](=O)[O-])cc1	3.1	89.0	93.0	83.0	0.4	2.4	2.7	109.2
Cc1ccc(NS(=O)(=O)c2cc(C(=O)N3CCN(C)CC3)ccc2C)cc1C	0.5	97.3	95.0	97.3	-0.5	-0.4	9.2	95.1
O=c1ccc2cc3c([nH]c4ccc(Br)cc43)oc-2c1O	-32.5	95.9	88.6	90.4	37.7	31.1	-45.8	81.1
Cc1cccc(NC(=O)COc2nsnc2N2CCOCC2)c1	-5.8	97.9	95.4	104.1	8.5	1.0	-5.7	102.0
COc1cc(OC)c(C(=O)OCC(=O)NCCc2ccccc2)cc1OC	-4.7	98.2	100.8	102.0	0.3	-4.0	4.5	101.9
Cc1c(C)c2cc(Cl)c(O)c(CN3CCCC(C)C3)c2oc1=O (stereo not drawn)	3.4	98.0	102.6	96.1	5.0	-2.4	4.2	92.2
COc1ccccc1NC(=O)C1=C(C)N(c2ccccc2)C(=S)NC1c1cccc(C(F)(F)F)c1 (stereo not drawn)	-0.5	98.8	99.5	99.2	27.8	-0.1	3.0	112.0
CCOc1ccc(S(=O)(=O)N(C)c2ccc(OCC(=O)Nc3nc4ccccc4s3)cc2)cc1	-1.5	105.8	104.4	102.7	18.1	-0.1	-0.4	99.9
CCN(CC)S(=O)(=O)c1ccc(N2CCOCC2)c(NC(=O)c2ccc(=O)[nH]c2)c1	8.5	96.4	94.5	86.0	-0.9	-9.4	6.6	101.5
CCC(C(=O)NCCN1CCOCC1)n1nc(C)n2c(cc3sccc32)c1=O (stereo not drawn)	13.3	103.3	101.0	107.1	-0.2	5.4	5.8	72.4
COCCNC(=O)c1onc(CSc2cc(C)cc(C)c2)c1C(=O)NCCOC	-2.1	97.6	101.4	101.4	17.3	-0.4	-3.8	110.7
CC(NC(=O)c1cc(-c2cccnc2)nc2ccc(Br)cc12)C1CCCO1 (stereo not drawn)	2.6	97.8	92.0	93.2	10.0	-3.8	-1.0	88.7
Cc1cc(C(=O)OCc2nnc(-c3ccccc3)o2)c(C)n1-c1ccccc1	1.1	95.7	100.5	100.4	2.2	40.6	6.3	93.8
Cc1ccc(C2=NN3C(=O)c4ccccc4C3C2)cc1 (stereo not drawn)	-2.7	94.7	86.5	108.2	-4.6	11.9	6.5	88.8
O=C(Nc1ccc(C(=O)N2CCOCC2)cc1)c1cccs1	6.4	104.7	101.6	89.8	0.1	-13.0	-7.5	93.8
O=[N+]([O-])c1ccc(N2CCN(CCO)CC2)cc1NCc1ccco1	-2.6	95.4	88.2	88.7	17.6	-11.8	1.8	93.5
O=C(Nc1ccccc1)OCCNC(=O)c1cccc(Br)c1	-5.4	102.0	113.8	104.5	5.2	-1.1	3.8	114.7
CC(C)CNC(=O)C(=O)NNC(=O)C1CCCCC1	2.2	97.4	94.0	102.7	7.3	5.2	1.8	94.8
Cc1cccc(-n2cc(-c3ccccc3)c3c(NN4CCOCC4)ncnc32)c1	-7.8	95.9	91.5	83.0	4.9	-18.7	7.6	105.2
COc1cc(/C=C2/OC(=O)c3cc([N+](=O)[O-])ccc32)cc(OC)c1OC	-8.3	102.3	100.9	103.8	-6.9	i	-10.4	84.6
CN(C)C(CNC(=O)Cc1cccc(C(F)(F)F)c1)c1ccccc1 (stereo not drawn)	2.1	97.1	96.3	88.2	4.1	0.9	3.5	104.6
Cc1sc2nc(SCC(=O)c3cc(C)n(CC4CCCO4)c3C)n(C(C)C)c(=O)c2c1C (stereo not drawn)	5.0	99.9	106.6	106.3	0.5	5.8	-8.8	113.2
O=C(CSc1ncn[nH]1)N/N=C/c1ccc(F)cc1	3.2	100.8	113.5	116.9	12.9	-5.2	4.4	94.7
Fc1ccc2cc(CCO[C@H]3CCCCO3)ncc2c1	-0.6	96.3	97.9	106.8	-1.6	-25.1	-8.7	94.3
CN(CC(=O)Nc1ccccc1C(F)(F)F)C(=O)Cc1ccccc1F	4.9	96.3	99.8	80.9	-0.7	13.7	4.5	95.6
COc1ccc(C(=O)N2CCc3cc(OC)c(OC)cc3C2c2ccc(OC)c(OC)c2)cc1 (stereo not drawn)	3.5	100.9	100.3	88.4	6.0	12.0	10.3	94.8
COCCNC(=S)Nc1cc(S(=O)(=O)N2CCOCC2)ccc1N1CCCCC1	-18.3	92.5	87.8	101.2	0.0	-24.8	-30.5	103.4
CCc1cccc(NC(=O)C2CCCN(S(=O)(=O)c3cnc[nH]3)C2)c1 (stereo not drawn)	0.5	104.0	107.8	103.0	4.2	-43.9	-3.9	88.4
CCCCNC(=O)CSc1nc2ccsc2c(=O)n1C1CCN(C(=O)OCC)CC1	2.1	99.5	100.8	98.1	2.0	-1.2	13.7	89.3
CCOC(=O)Nc1nnc(-c2cccc(OC)c2)s1	2.4	95.6	97.1	105.2	4.9	0.1	2.8	91.9
CCc1nc2ccc(C(=O)NCc3ccccc3)cc2nc1CC	10.2	93.3	93.1	94.9	-0.2	-0.6	4.6	84.8
CCNc1ccc(S(=O)(=O)N2CCCCC2)cn1	6.9	105.8	103.0	110.7	0.8	3.4	-0.5	115.2
CC1CCc2c(sc3ncnc(NCCN4CCOCC4)c23)C1 (stereo not drawn)	6.0	105.0	107.2	99.2	24.4	2.9&-14.4	7.6	84.6
CCCNC(=O)COC(=O)c1c2c(nc3ccccc13)CCC2	12.2	95.4	110.0	95.5	5.8	-2.4	0.8	97.6
COc1ccc(C(=O)NC(C(=O)NCc2ccccn2)C(C)C)cc1 (stereo not drawn)	3.9	81.9	87.1	73.9	-0.2	3.3	5.7	98.2
CCOC(=O)c1nn(-c2ccc(F)cc2)c2nc(Nc3ccccc3)cc(=O)n12	-0.2	95.6	101.0	89.5	4.3	10.6	-1.2	122.8
O=C(NCc1ccccc1)N1CCNCC1	4.3	104.3	105.6	91.8	2.8	0.4	-11.6	100.3
COc1ccc(NC(=O)COc2ccc(C)c(C)c2)cc1S(=O)(=O)N1CCCCC1	5.6	100.0	100.0	103.2	2.6	-8.6	6.8	102.0

Source: PubChem BioAssay (several laboratories)
